Screening data from PubChem BioAssay.
WT yeast gro inh: growth inhibition of WT strain, primary screen, mitochondrial fusion inhibitor project, WT and mutant strains, chemical genetic; actives 2.1% (n = 190,000); inhibition, % at 10 µM; mitochondrial fusion phenotypic screen; in the data active means inhibition above about 58%; tested in S. cerevisiae
b-catenin transl: modulators of beta-catenin nuclear translocation, primary screen, imaging, HeLa cells, immunofluorescence, high-content. nuclear translocation activity, % at 5 µM. actives 0.3% (n = 190,000). AID 1665, 2009;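 active means nuclear translocation activity above 50% at 5 µM, with a well cell count of 50 or more; inconclusive means wells under 50 cells across six images, flagged as toxic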;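 further: per-cell ratio of nuclear to cytoplasmic median beta-catenin stain intensity; plate controls were DMSO negative control for no effect and GSK-3 inhibitor IX positive control for full effect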
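Read-out: Nuclear/cytoplasmic beta-catenin signal ratio, % activation | Assay system: Human HeLa cell line | Times: 24 h compound exposure at 37°C, 5% CO2 | Signal: Fluorescence imaging of beta-catenin antibody stain plus DAPI | Dosing: 5 µM primary, 0.02–20 µM confirmation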
Autophagy HCS: autophagy modulators in MEF cells, primary screen, imaging, high-content, MEF GFP-LC3. MEF GFP-LC3 puncta imaging; test concentration mostly 10 µM. calls only at 10 µM (by protocol). actives 0.98% (n = 190,000). AID 463193, 2010;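 active means percentage of spot-positive cells more than 3 SD above its plate mean, without a fluorescence outlier flag or 80% toxicity; inconclusive means no clear call, values can overlap the other calls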;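 further: spot-positive cell cutoff set from DMSO-treated cells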
Myeloid diff MLP: induction of myeloid progenitor differentiation, primary screen, cell-based, flow cytometry, MLPCN library; ER-HoxA9 myeloid progenitors, lysozyme-GFP differentiation; calls only at 10 µM; actives 1% (n = 360,000); AID 624256, 2012;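 active means normalized GFP-positive differentiation at or above the plate's own cutoff, the solvent-only control mean plus 3 SD; inconclusive means no clear call, values can overlap the other calls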;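 further: cells exposed to compound for four days before flow analysis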
Insulin prom up: insulin promoter activators in MIN6 cells, imaging, high-content screening, mouse beta cells | z-score at 5 µM | actives 0.3% (n = 190,000) | MIN6 insulin promoter-GFP reporter; active compounds read high | AID 1625, 2009;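 active means z-score above 3 at 5 µM with at least 500 cells counted in the well; inconclusive means wells under 500 cells, flagged as cytotoxic or low count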
Hep lipid drop: inhibitors of hepatocyte lipid droplet formation, primary screen, imaging, high-throughput imaging, BODIPY stain | AML12 mouse hepatocytes, oleate lipid droplets | inhibition, % at 6.5 µM | actives 0.4% (n = 240,000) | AID 1656, 2009;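 active means lipid droplet intensity inhibited by at least 50%, with more than 500 cells counted; inconclusive means wells with under 300 cells, treated as cytotoxic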
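Test system: AML12 mouse liver cells; schedule: overnight exposure; technique: high-content imaging of BODIPY-stained droplets and DAPI nuclei; read-out: % inhibition of corrected integrated BODIPY droplet signal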
West Nile antiviral: West Nile virus antiviral activity, cell-based, CPE readout (AID 1621); CPE inhibition, % at 10 µM; hits with a dose series show IC50 in µM; West Nile virus-infected cells, CPE inhibition; higher % means a stronger effect; actives 0.02% (n = 290,000); in the data active means a potency from the dose series; inconclusive means CPE inhibition mostly from about 3.7% at the one dose, without a potency; inactive means the rest, 99 in 100 with CPE inhibition below about 2.2%; further: strong numbers were not always called active
MT stabilizer: microtubule stabilizers in HeLa cells, primary screen, imaging, high-content imaging | HeLa tubulin immunostaining HCS, 24 h; share of cells brighter than vehicle mean+2SD | % tubulin-high responders, % at 10 µM | actives 0.83% (n = 200,000) | AID 2205, 2009;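 active means plate Z-score above 3 for both tubulin-high and condensed-nucleus cell shares, with cell loss under 80%, at 10 µM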;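 further: anti alpha tubulin signal scored within the nucleus-defined area of each cell; some results filed as inactive read as strong as hits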
T cell modulator: modulators of CD8 T cell-vesicle binding, primary screen, mouse 2C CD8+ T cells, flow cytometry. calls only at 7 µM. actives 0.068% (n = 330,000). 2C CD8+ T cell-vesicle binding; active compounds read low;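 active means response, share of CD8 T cells binding vesicles, and their 90th percentile fluorescence all below set limits, cut at about 80% in these data, passing the limit was not always enough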
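Read-out – percent CD8+ FL2 mean versus row control · System – murine 2C transgenic CD8+ T lymphocytes · Times – 1.5 h cell–vesicle binding at 37 °C, then 20 min icy labelling · Control set – naked vesicles low, QL9 vesicles with vehicle high · Detection – cytometric PE anti-B7-1 and Alexa647 anti-CD8 signals after 1% paraformaldehyde fixation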
WT yeast gro inh mutant strain: further read-out of WT yeast gro inh, marked with its call; inhibition, %; mitochondrial fusion phenotypic screen, mutant strain inhibition
Insulin prom up cell count: recorded beside Insulin prom up, whose call it bears; cell count; measured here: cytotoxicity, nuclei count;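 total cells summed across four imaged fields per well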
Hep lipid drop cells 6.5 µM: second read-out of Hep lipid drop, no call of its own (marks repeat the call); cell count; measured here: cell count, cytotoxicity flag;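 cells counted across two imaged fields per well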
b-catenin transl cell count 5 µM: also measured in b-catenin transl; calls as there; cell count; measured here: cell count, cytotoxicity flag
T cell modulator vesicle-bound %: second read-out of T cell modulator, no call of its own (marks repeat the call); double positive events, %; measured here: CD8+ vesicle-bound cell fraction;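 binding gate set so that unloaded-vesicle control wells show 10% double positive cells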
MT stabilizer Hoechst-high %: further read-out of MT stabilizer, marked with its call; % Hoechst-high responders; measured here: nuclear condensation Hoechst responders;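 share of cells brighter than vehicle mean plus two SD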
MT stabilizer cytotoxicity %: also measured in MT stabilizer; calls as there; toxicity, %; measured here: cytotoxicity by cell density;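 0% = mean cell density of plate MIN control wells and 100% = no cells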
Autophagy HCS cell loss 18 h: further read-out of Autophagy HCS, marked with its call; toxicity, %; measured here: cell loss, nuclei count;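 cell loss after 18 h compound exposure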
Myeloid diff MLP GFP+ MAC1+ %: also measured in Myeloid diff MLP; calls as there; GFP+ MAC1+ double positive, %; measured here: differentiation confirmed by MAC1 staining
Starred values were filed as active, the others as inactive; i = inactive; ? = inconclusive; · = no result given; + = active, no number.

canonical_smiles,WT yeast gro inh mutant strain,West Nile antiviral,T cell modulator vesicle-bound %,MT stabilizer,Myeloid diff MLP GFP+ MAC1+ %,b-catenin transl,Insulin prom up,Hep lipid drop cells 6.5 µM,Autophagy HCS,Insulin prom up cell count,b-catenin transl cell count 5 µM,T cell modulator,MT stabilizer Hoechst-high %,Hep lipid drop,Myeloid diff MLP,MT stabilizer cytotoxicity %,Autophagy HCS cell loss 18 h,WT yeast gro inh
COc1cccc(NC(=O)CCN2C(=O)c3ccccc3S2(=O)=O)c1,-10,0.7%,44,1.8,5.5,-3.3,0.01,744,i,868,1126,i,1.4,6,i,3.6,2,-6
Cc1ccccc1NCC(=O)N/N=C/c1c[nH]c2ccccc12,-7,-1.0%,64,4.1,1.0,2.1,4*,673,i,1128*,1073,i,5.3,-44,i,5.6,-10,-3
O=C(CN1CCCC1)Nc1cccc(Cl)c1Cl,·,-0.3%,50,·,1.5,·,·,758,·,·,·,i,·,-12,i,·,·,·
COc1ccc(-c2cc(-c3nnc(-c4ccncc4)o3)c3ccccc3n2)cc1,13,-0.2%,30,5.3,0.7,9.4,-0.83,651,i,1290,1066,i,2.0,9,i,2.4,11,11
N#C/C(=C/c1ccc(-c2ccc(S(N)(=O)=O)cc2)o1)C(=O)Nc1ccccc1,3,-0.2%,30,3.4,1.2,0.5,-0.74,586,i,1228,884,i,4.4,-22,i,7.6,9,-16
COc1ccc(/C=C(/NC(=O)c2ccccc2)C(=O)N2CCOCC2)cc1OC,·,0.2%,30,·,0.6,·,·,763,·,·,·,i,·,-4,i,·,·,·
COc1ccccc1-n1nnnc1SCC(=O)Nc1cc(C)on1,·,-0.1%,39,2.0,3.0,·,·,717,i,·,·,i,1.0,19,i,2.4,10,·
COc1ccc(CNC(=O)CSc2nnc(C)s2)cc1,2,0.3%,40,2.4,0.4,0.3,-1.2,·,i,861,1178,i,1.6,·,i,5.1,-45,3

Next section.
canonical_smiles,WT yeast gro inh mutant strain,West Nile antiviral,T cell modulator vesicle-bound %,MT stabilizer,Myeloid diff MLP GFP+ MAC1+ %,b-catenin transl,Insulin prom up,Hep lipid drop cells 6.5 µM,Autophagy HCS,Insulin prom up cell count,b-catenin transl cell count 5 µM,T cell modulator,MT stabilizer Hoechst-high %,Hep lipid drop,Myeloid diff MLP,MT stabilizer cytotoxicity %,Autophagy HCS cell loss 18 h,WT yeast gro inh
CCN(CC)Cc1ccc(OC)c(Cl)c1,·,0.1%,36,·,0.1,1.7,-1.1,666,·,1391,1306,i,·,5,i,·,·,·
Cc1cccc(/C(N)=N/OC(=O)COc2ccccc2Cl)c1,-15,-0.9%,40,1.8,0.5,-0.3,0.66,733,i,1197,536,i,3.0,28,i,6.9,-5,-5
CCN(Cc1ccccc1)S(=O)(=O)c1ccc(S(=O)(=O)N2CCN(C)CC2)cc1,-8,-0.5%,18,3.9,10,0.1,-0.11,·,i,1316,1438,i,1.5,·,i,3.1,-2,9
Cc1ccc(CNC(=O)c2nn(C)c(C)c2[N+](=O)[O-])cc1,7,0.2%,42,4.3,0.6,·,?,·,i,·,·,i,2.0,·,i,1.7,4,8
O=C(c1cccs1)N1CCN(S(=O)(=O)c2cccs2)CC1,18,0.1%,32,3.4,1.0,-2.4,0.26,699,i,1409,1076,i,4.6,-2,i,9.3,-1,-2
Cc1nc2n(n1)C(O)c1cc([N+](=O)[O-])ccc1S2 (stereo not drawn),0,0.4%,24,2.5,·,-0.6,-0.14,686,i,1166,1184,i,2.9,3,·,8.2,-11,2
O=C1/C(=C/c2ccccc2Cl)SC(=S)N1CCC(=O)N1CCCCC1CCO (stereo not drawn),·,?,30,·,·,·,·,778,·,·,·,i,·,6,?,·,·,·
O=C1OC(Nc2ccccn2)c2ccccc21 (stereo not drawn),-1,0.8%,34,3.0,0.5,0.8,0.43,·,i,1500,1412,i,1.5,·,i,3.7,-2,-7

Further compounds
canonical_smiles,WT yeast gro inh mutant strain,West Nile antiviral,T cell modulator vesicle-bound %,MT stabilizer,Myeloid diff MLP GFP+ MAC1+ %,b-catenin transl,Insulin prom up,Hep lipid drop cells 6.5 µM,Autophagy HCS,Insulin prom up cell count,b-catenin transl cell count 5 µM,T cell modulator,MT stabilizer Hoechst-high %,Hep lipid drop,Myeloid diff MLP,MT stabilizer cytotoxicity %,Autophagy HCS cell loss 18 h,WT yeast gro inh
COC(=O)c1cc([N+](=O)[O-])ccc1N1CCN(Cc2ccccc2)CC1,-13,-0.3%,41,2.6,0.5,·,0.29,661,i,1519,·,i,5.0,5,i,4.5,-6,10
CCOC(CNC(=O)C1CCN(S(=O)(=O)c2ccc3nc4c(c(C(=O)O)c3c2)CC(C)CC4)CC1)OCC (stereo not drawn),·,-0.4%,4,·,1.8,·,·,712,·,·,·,i,·,19,i,·,·,·
COc1cc(C(C)=O)ccc1OC(=O)C(C)N1C(=O)c2ccccc2C1=O (stereo not drawn),3,-0.1%,21,2.2,3.5,3.2,0.94,775,i,1230,1184,i,1.6,16,i,8.7,-6,24
CCn1cc(C(=O)N2CCCC(N3CCN(c4ccccc4C)CC3)C2)cn1 (stereo not drawn),·,-0.5%,9,·,4.0,·,·,761,·,·,·,i,·,18,i,·,·,·
Cc1cccc(N2CCN(C(=O)NC(C)c3ccc(F)c(F)c3)CC2)c1C (stereo not drawn),·,-0.8%,26,·,0.4,·,·,765,·,·,·,i,·,-2,i,·,·,·
CC1CCN(C(=O)CSc2nc3c(c(=O)n2C)SC(C)C3)CC1 (stereo not drawn),·,-0.8%,28,·,0.0,·,·,704,·,·,·,i,·,-14,i,·,·,·
COc1ccc(Nc2cccccc2=O)cc1,-10,1.7%,33,5.6,2.2,-1.2,-0.89,·,i,1632,1360,i,4.1,·,i,3.1,8,13
N=C1CCCN1CC(=O)c1ccc(Cl)cc1,13,-0.1%,24,1.4,0.8,-0.9,-0.85,570,i,1374,1088,i,1.9,7,i,2.3,5,1

Copied from the list:
Entry for CCn1cc(C(=O)N2CCCC(N3CCN(c4ccccc4C)CC3)C2)cn1 (stereo not drawn) under Myeloid diff MLP GFP+ MAC1+ %: 4.0
Entry for O=C(c1cccs1)N1CCN(S(=O)(=O)c2cccs2)CC1 under Autophagy HCS cell loss 18 h: -1

Following part
canonical_smiles,WT yeast gro inh mutant strain,West Nile antiviral,T cell modulator vesicle-bound %,MT stabilizer,Myeloid diff MLP GFP+ MAC1+ %,b-catenin transl,Insulin prom up,Hep lipid drop cells 6.5 µM,Autophagy HCS,Insulin prom up cell count,b-catenin transl cell count 5 µM,T cell modulator,MT stabilizer Hoechst-high %,Hep lipid drop,Myeloid diff MLP,MT stabilizer cytotoxicity %,Autophagy HCS cell loss 18 h,WT yeast gro inh
O=C(Nc1ccc([N+](=O)[O-])cc1)c1cc(-c2ccccn2)nc2c(Cl)cccc12,-16,0.2%,38,3.8,0.2,0.8,-0.08,665,+,1314,1468,i,0.4,-10,i,7.8,-4.1*,-8
COc1ccc(-c2ccc(-c3noc(C)n3)c(OC)n2)cc1,2,2.1%,8,2.5,6.8,-1.8,0.75,773,i,1290,1243,i,2.7,10,i,4.0,-18,0
CCC(=O)N1CCc2cc(S(=O)(=O)CCC(=O)N3CCN(c4ccccc4)CC3)ccc21,·,0.3%,58,·,1.1,·,·,770,·,·,·,i,·,-1,i,·,·,·
Cc1cn(S(=O)(=O)c2ccc(Cl)cc2)c(C)n1,-10,0.2%,52,2.3,0.2,-1.6,-0.38,716,i,1411,1022,i,1.5,-21,i,2.7,18,-19
CCOC(=O)N1CCC(NC(=O)C(CC(C)C)NC(=O)C2CCC(C)CC2)CC1 (stereo not drawn),21,-0.6%,15,1.2,1.0,-4.6,·,818,i,·,1142,i,1.5,7,i,7.4,-9,-2
CC(NC(=O)c1ccc(Cl)s1)C1CCCO1 (stereo not drawn),·,-0.2%,13,4.1,0.7,-1.7,-0.15,774,i,943,1228,i,2.5,-3,i,3.6,4,·
CC(=O)N1CCC2(CC1)CC(=O)c1cc(OCC(=O)NCc3ccc(C)cc3)ccc1O2,0,-0.6%,44,2.7,3.3,1.3,1.7,712,i,1467,999,i,0.1,-14,i,30,1,27
Cc1cc([N+](=O)[O-])nn1CC(=O)NC1CCCCC1,·,0.8%,30,·,1.0,·,·,765,·,·,·,i,·,1,i,·,·,·
O=c1[nH]c(SCc2nc3c(cnn3-c3ccccc3)c(=O)[nH]2)nc2ccccc12,-8,?,·,1.3,5.2*,-0.2,0.51,·,i,1305,1196,·,0.8,·,+,8.5,9,12
COc1cc(C2C(C(C)=O)=C(O)C(=O)N2CCN(C)C)ccc1O (stereo not drawn),20,0.3%,23,2.9,1.6,-3.5,-0.23,·,i,1583,917,i,1.6,·,i,8.2,8,-1
